Source: PubChem (The Scripps Research Institute Molecular Screening Center)
FBW7 activator = FBW7 E3 ligase activators, primary screen, biochemical, AlphaScreen, human; normalized activity (activation), % at 26.1 µM; AID 1259310, 2017; F-box/WD repeat-containing protein 7 (Homo sapiens), Q969H0; actives 0.13% (n = 650,000); AlphaScreen FBW7–phospho-cyclin E peptide binding, activator screen; in the data active means normalized activity above about 1.9%;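 further: purified mutant Fbw7 with reduced substrate affinity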
TEAD-YAP block = TEAD-YAP interaction inhibition, primary screen, TEAD-YAP interaction inhibitor project, luminescence, HEK-TIYL cells; inhibition, % at 9.12 µM; actives 1.4% (n = 640,000); TEAD-Gal4/YAP UAS-luciferase luminescence; in the data active means inhibition above about 32%;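 further: 0% = median of test compound wells and 100% = reference inhibitor wells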
GPR151 ag = activators of human GPR151, primary screen, cell-based, PathHunter beta-arrestin, luminescence; G-protein coupled receptor 151 (Homo sapiens), Q8TDV0; PathHunter beta-arrestin GPR151 cells; activation, % at 11.2 µM; actives 1% (n = 650,000); AID 1508602, 2020; in the data active means activation above about 4.9%;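 further: 0% = median of compound wells and 100% = cells with positive control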
Target sequence (Q8TDV0 whole entry, looked up): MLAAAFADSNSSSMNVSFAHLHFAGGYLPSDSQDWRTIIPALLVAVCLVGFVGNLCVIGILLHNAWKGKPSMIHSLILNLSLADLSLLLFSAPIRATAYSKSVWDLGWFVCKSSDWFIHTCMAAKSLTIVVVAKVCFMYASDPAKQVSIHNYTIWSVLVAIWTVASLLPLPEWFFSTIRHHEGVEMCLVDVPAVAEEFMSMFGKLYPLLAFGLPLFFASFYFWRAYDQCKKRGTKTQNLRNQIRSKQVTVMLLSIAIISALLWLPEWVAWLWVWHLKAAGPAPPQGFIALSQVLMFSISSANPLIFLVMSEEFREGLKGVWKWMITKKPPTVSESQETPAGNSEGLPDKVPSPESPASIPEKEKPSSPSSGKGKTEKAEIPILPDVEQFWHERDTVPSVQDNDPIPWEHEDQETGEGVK
MITF primary = MITF inhibitors, primary screen, biochemical, AlphaScreen, human. actives 0.91% (n = 650,000). AlphaScreen MITF homodimerization, bead proximity signal. Microphthalmia-associated transcription factor (Homo sapiens), O75030. inhibition, % at 2.6 µM; in the data active means inhibition above about 50%;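 further: 0% = vehicle wells with protein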
Target sequence (O75030 whole entry, looked up): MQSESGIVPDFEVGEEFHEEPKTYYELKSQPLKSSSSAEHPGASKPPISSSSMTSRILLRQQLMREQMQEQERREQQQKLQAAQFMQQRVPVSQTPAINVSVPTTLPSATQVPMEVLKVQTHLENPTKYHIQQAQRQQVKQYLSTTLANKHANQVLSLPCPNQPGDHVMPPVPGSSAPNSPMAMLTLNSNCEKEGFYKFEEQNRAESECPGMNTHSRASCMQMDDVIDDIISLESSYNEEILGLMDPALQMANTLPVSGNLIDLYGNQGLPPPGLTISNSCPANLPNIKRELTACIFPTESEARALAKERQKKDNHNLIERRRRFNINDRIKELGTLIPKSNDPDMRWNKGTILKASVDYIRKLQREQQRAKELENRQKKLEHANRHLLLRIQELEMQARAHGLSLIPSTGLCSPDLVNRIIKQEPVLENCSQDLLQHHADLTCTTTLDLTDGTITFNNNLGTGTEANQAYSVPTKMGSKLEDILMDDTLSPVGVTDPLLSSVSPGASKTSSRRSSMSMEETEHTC
Active calls of the source: *; x = no result given.

SMILES	FBW7 activator	TEAD-YAP block	GPR151 ag	MITF primary
COc1ccc(OCC(=O)Nc2ccc(N3CCN(C(=O)C(C)C)CC3)cc2)cc1	-0.3	-7	-0.3	-7
Cc1cccc(NC(=O)c2ccc(-c3ccc(Cl)cc3Cl)o2)n1	0.0	0	2.4	15
CCCCOc1ccc(-c2nn(-c3ccccc3)cc2/C=c2\sc3nc(-c4ccc(Cl)cc4)nn3c2=O)cc1	-0.2	15	-0.3	-4
Cc1cc(S(=O)(=O)n2nnc3ccccc32)ccc1Cl	0.0	6	0.0	-3
Cc1ccc(S(=O)(=O)N(C)c2ccc(C(=O)N3CCCC3)cc2)cc1	-0.1	10	-0.3	9
CCN(CC)C(=O)CSc1nc2c(sc(=S)n2-c2ccccc2C)c(=O)n1-c1ccccc1C	-0.2	0	0.7	12
O=C(NC1CCCCC1)c1cc(-c2ccccc2O)on1	-0.2	-76	0.5	-4
O=C(Nc1ccc(N2CCCC2=O)cc1)c1cccc(F)c1	-0.2	-71	-2.1	5
COc1ccc(C(=O)Cn2cnc3c(nnn3-c3cccc(F)c3)c2=O)cc1	-0.1	-4	0.7	-4
COc1ccc2c(c1)-c1c(ssc1=S)C(C)(C)N2C(=O)CSc1nc(C)cc(C)n1	-0.6	-4	0.4	-5
Cc1oc2ccc(OC(=O)c3cc4ccccc4o3)cc2c1C(=O)OC(C)C	0.1	8	-0.8	12
O=C(COc1ccccc1Cl)NCCC1=CCCCC1	0.0	-6	0.8	8
CCCC1=NN2C(=N)/C(=C/c3cc(Br)c(OCc4ccccc4F)c(OCC)c3)C(=O)N=C2S1	0.1	-3	-1.0	-10
Cc1nc(SCC(=O)c2ccc[nH]2)nc(C)c1C	-0.1	-47	-1.8	-12
CC(=O)c1sc(-c2ccccc2)c(-c2ccccc2)c1C	-0.3	-3	0.3	-11
CCN=C1S/C(=C/c2ccc(-c3ccc(Cl)cc3C(=O)O)o2)C(=O)N1CC	0.0	-1	0.3	-1
C/C(=N\N=C(/C)c1nnn(-c2nonc2N)c1C)c1ccc([N+](=O)[O-])cc1	-0.2	13	-0.4	1
COC(=O)c1ccc(C(=O)OC)c(NC(=S)N2CCC(C)CC2)c1	0.0	1	-1.0	-14
CN(C)N1C(N)=C(C#N)C(c2ccccc2C(F)(F)F)C2=C1CC(c1ccccc1)CC2=O (stereo not given)	0.0	11	0.7	-4
C#CCN1C(=O)C(O)(CC(=O)c2ccc(-c3ccccc3)cc2)c2ccccc21 (stereo not given)	-0.3	-6	-0.5	3
C=CCn1c(SCC(=O)Nc2ccc(C(=O)O)cc2)nnc1-c1ccc(Cl)cc1	0.4	5	-3.2	15
N[C@H](Cc1ccccc1)C(=O)O	-0.1	-2	-1.3	17
CCN1C(=O)[C@H]2[C@H]3[C@H](O)[C@H](O)C/C(=N\O[C@@H](C)c4cc(-c5c(C)cc(C)cc5C)no4)[C@@H]3CC[C@H]2C1=O	0.1	x	-1.3	4
O=C(O)CCCc1nc2ccccc2c(=O)[nH]1	-0.2	4	-0.4	-5
NC(=O)N/N=C/c1ccc(-c2ccccc2Cl)o1	-0.3	-6	0.2	-10
CCNc1nc(Nc2ccc(NC(C)=O)cc2)c2ncn(-c3ccsc3)c2n1	-0.2	19	-0.1	14
COc1cc(NC(=O)COc2ccc(C3CCCCC3)cc2)c(C(=O)O)cc1OC	-0.2	7	1.3	-1
CN1CCN(C(c2ccccc2F)c2nnnn2C2CCCCC2)CC1 (stereo not given)	-0.2	-4	3.2	-7
O=C(N1CCOCC1)N1CCC(n2cnc3cc(F)ccc32)CC1	-0.1	0	-0.6	7
COc1ccc(N(Cc2nnc3n2CCCCC3)C(=O)Nc2cccc(OC)c2)cc1	0.2	-2	-1.6	10
COc1ccccc1-c1cc(NC(=NCc2ccco2)SC)n[nH]1	-0.2	50*	6.4*	9
COc1ccc(-c2c(NCCc3ccc(C)cc3)c(=O)c2=O)cc1	0.8	-6	-2.3	7
O=C1CCC(N2CCCC(c3nc4ccccc4[nH]3)C2)CCN1Cc1ccc(F)cc1 (stereo not given)	0.0	1	-0.3	4
COC(=O)C1=C(C)Nc2[nH]c(=S)[nH]c(=O)c2C1c1ccc([N+](=O)[O-])cc1 (stereo not given)	0.3	4	0.9	20
Cc1nnc(SCc2ccc(OCCC(C)C)cc2)n1N	0.0	-51	-1.2	15
N#C/C(=C\c1ccco1)C(=O)Nc1ccc(S(N)(=O)=O)cc1	1.4	-5	1.2	11
CC(C)(C)N(Cc1ccccc1)C(=O)CN1c2cccc3cccc(c23)S1(=O)=O	0.0	16	-1.1	1
C(=N/N1CCN(c2ccccc2)CC1)/c1ccncc1	-0.1	-5	-0.4	-19
Cc1ccc(S(=O)(=O)N(CC(=O)N2CCCCC2)Cc2cccc(C)c2)cc1	-0.1	-6	1.3	-20
CCOc1c(Cl)cc(CNCCN(C)C)cc1Cl	0.0	3	-0.6	4

In the list so far, two have a thiophene ring, fused or not.
SMILES	FBW7 activator	TEAD-YAP block	GPR151 ag	MITF primary
CC(=O)c1sc(-c2ccccc2)c(-c2ccccc2)c1C	-0.3	-3	0.3	-11
CCNc1nc(Nc2ccc(NC(C)=O)cc2)c2ncn(-c3ccsc3)c2n1	-0.2	19	-0.1	14

Continuation.
SMILES	FBW7 activator	TEAD-YAP block	GPR151 ag	MITF primary
CCOC(=O)c1ccc(NC(=O)c2sc(NC(=O)c3ccc(C)c([N+](=O)[O-])c3)c(C(=O)OCC)c2C)cc1	0.7	9	-1.0	15
CCN(CC)CC(C)CC1(C#N)OCCc2ccccc21 (stereo not given)	0.3	9	0.7	4
CCCN(C(=O)NS(=O)(=O)c1ccc(C)cc1)C1CCN(C)CC1	-0.1	2	3.1	3
O=C(NCCCN1CCOCC1)NC1(c2ccccc2)CC1	-0.1	9	-0.2	15
CC(C)c1csc([C@@H]2C[C@H]3CN(c4ccccc4)C(=O)[C@]34CCCN24)n1	-0.1	-3	-1.4	-8
Cc1cccc(CC(=O)Nc2cc(=O)n(C)c(=O)n2C)c1	-0.2	-4	2.2	3
COc1cc(S(=O)(=O)NCCNc2ccc(C)nn2)c(C)cc1C	-0.1	3	-0.5	6
O=C1NC(NCc2ccccc2Cl)(C(F)(F)F)C(=O)N1c1ccc(OC(F)(F)F)cc1 (stereo not given)	-0.1	0	-0.3	-1
COc1ccc(S(=O)(=O)N2CCN=C2SCc2ccc([N+](=O)[O-])cc2)cc1	0.2	6	-1.5	8
Cc1ccc2oc(=O)c3cnn(CC(=O)NCCN4CCc5ccccc5C4)c3c2c1	-0.1	1	-0.4	11
O=C(Nc1ccccc1N1CCCC1)c1ccc([N+](=O)[O-])o1	-0.1	8	1.3	10
NC(=O)CSc1nc2cc(S(=O)(=O)N3CCOCC3)ccc2o1	0.0	13	0.2	-3
N[C@@H](Cc1ccccc1)c1nc(-c2ccncc2)no1	1.1	-8	2.2	7
COC(=O)c1cc(CNC(=O)Cn2cncn2)cc(NS(=O)(=O)c2ccc(F)cc2)c1	0.1	0	-0.9	4
CC(C)NC(=O)NC(=O)COC(=O)C1CCC(C(C)(C)C)CC1 (stereo not given)	0.1	9	1.4	6
CCOc1cc(C)nc(N2CCOCC2)n1	-0.1	6	-0.9	-12
COc1cc(-c2nc3sc4c(c3c(=O)[nH]2)CCCC4)cc(Cl)c1OCCOc1ccccc1	0.0	-17	1.3	8
Cc1ccc(OCC(=O)N/N=C\c2ccc(O)c([N+](=O)[O-])c2)c([N+](=O)[O-])c1	-0.1	-3	0.0	19
CC(C)(C)NC(=O)C12CCC(C)(c3nc4ccccc4nc31)C2(C)C (stereo not given)	0.1	4	-0.6	14
COc1ccc(C2CC(=O)N(CC(=O)NCc3ccc(F)cc3)c3ccccc3S2)cc1 (stereo not given)	0.0	0	2.8	-3
COCCSc1nnc(NC(=O)c2ccccc2F)s1	-0.2	-39	-1.3	15
O=C(NC1CC1)C1CCN(C2CCN(C(=O)COc3ccc(Cl)cc3)CC2)CC1	-0.1	3	-0.3	-8
CC(C)(C)c1ccc(C(=O)Nc2cccc3c(=O)[nH][nH]c(=O)c23)cc1	0.1	76*	-1.1	-7
CCNc1oc(COc2cccc(C)c2)nc1C#N	-0.3	-43	-0.3	18
Cc1c(C)c2ccc(OCc3ccc(C(=O)O)o3)cc2oc1=O	-0.1	-19	-8.9	25
COc1ccc(C2CC(C(F)(F)F)n3nc(C(=O)NCCN4CCOCC4)cc3N2)cc1 (stereo not given)	0.1	4	0.6	2
COc1ccc(C(C#N)N2N=C(C)CC2(C)C)cc1 (stereo not given)	0.1	1	-1.2	5
CCC1CCCCN1Cc1nc2c(c(=O)n(C)c(=O)n2C)n1CC(=O)OC (stereo not given)	-0.1	5	-0.1	8
NC(=NCc1cccnc1)NC(=O)c1ccccc1	0.1	-6	-0.1	-29
COC(=O)C1=C(C)N(CC2CCCO2)C(=O)/C1=C\c1ccc(F)cc1 (stereo not given)	-0.8	3	0.8	5
c1coc(CNc2nc(-c3ccncc3)cs2)c1	-0.2	-47	-1.4	-6
CCc1noc(C)c1C(=O)N1CCOCC1	0.1	2	-1.0	1
CCN1CCC(NC(c2ccccc2)c2ccccc2)CC1	0.2	-6	-0.2	-2
C/C(CC(=O)NC(C)(C)C)=N\NC(=O)c1cnccn1	-0.1	-13	-0.7	6
O=C(CSc1ncnc2sc3c(c12)CCC3)Nc1ccccc1C(F)(F)F	0.1	-6	-0.4	-11
CSCCC(NC(=O)c1ccccc1)C(=O)OCC(=O)NC(C)c1ccccc1 (stereo not given)	0.1	0	-0.2	3
O=C(N/N=C/c1ccc(F)cc1)c1cccc(F)c1	-0.1	-37	-0.5	-2
Cc1cc(NC(=O)c2ccc3c(c2)CCCC3)no1	0.1	-25	-1.6	1
CN(C)P(=NN=C1C=C(Cl)C(=O)C(Cl)=C1)(N(C)C)N(C)C	-0.2	-7	-1.0	15
O=C(/C=C/c1ccc([N+](=O)[O-])cc1)NCCOc1ccccc1F	0.5	-13	-0.2	8

6 compounds from above, sorted by heavy-atom count, smallest number first.
SMILES	FBW7 activator	TEAD-YAP block	GPR151 ag	MITF primary
CCc1noc(C)c1C(=O)N1CCOCC1	0.1	2	-1.0	1
CCNc1oc(COc2cccc(C)c2)nc1C#N	-0.3	-43	-0.3	18
COCCSc1nnc(NC(=O)c2ccccc2F)s1	-0.2	-39	-1.3	15
COC(=O)C1=C(C)N(CC2CCCO2)C(=O)/C1=C\c1ccc(F)cc1 (stereo not given)	-0.8	3	0.8	5
O=C(CSc1ncnc2sc3c(c12)CCC3)Nc1ccccc1C(F)(F)F	0.1	-6	-0.4	-11
O=C(NC1CC1)C1CCN(C2CCN(C(=O)COc3ccc(Cl)cc3)CC2)CC1	-0.1	3	-0.3	-8

Structural class, the entries above containing a cyano group (five)
SMILES	FBW7 activator	TEAD-YAP block	GPR151 ag	MITF primary
CN(C)N1C(N)=C(C#N)C(c2ccccc2C(F)(F)F)C2=C1CC(c1ccccc1)CC2=O (stereo not given)	0.0	11	0.7	-4
N#C/C(=C\c1ccco1)C(=O)Nc1ccc(S(N)(=O)=O)cc1	1.4	-5	1.2	11
CCN(CC)CC(C)CC1(C#N)OCCc2ccccc21 (stereo not given)	0.3	9	0.7	4
CCNc1oc(COc2cccc(C)c2)nc1C#N	-0.3	-43	-0.3	18
COc1ccc(C(C#N)N2N=C(C)CC2(C)C)cc1 (stereo not given)	0.1	1	-1.2	5

Later entries:
SMILES	FBW7 activator	TEAD-YAP block	GPR151 ag	MITF primary
CCOc1ccc(OCC)c(NC(=O)CSc2nnc(Cc3ccc(OC)cc3)o2)c1	0.0	1	0.7	29
COc1ccc(CCNC(=O)c2ccc(N3CCC4(CC3)OCCO4)c([N+](=O)[O-])c2)cc1OC	-0.1	1	-0.4	5
CS(=O)(=O)NCC(c1cccnc1)N1CCN(c2ccccc2F)CC1 (stereo not given)	0.6	6	-0.3	18
Cc1c(Cl)cccc1NC(=O)CC(Cc1ccccc1)C(=O)O (stereo not given)	0.0	0	0.8	2
COc1ccc2nc3c(cc2c1)CN(CC1CCCO1)C(=O)CO3 (stereo not given)	-0.1	-1	-0.5	-6
CC1=C(C(=O)Nc2cc(C)ccn2)C(c2ccc3c(c2)OCO3)C2=C(CC(C)(C)CC2=O)N1 (stereo not given)	-0.1	-5	-0.9	-8
COc1ccc(C(C)=O)cc1N1C(=O)C2C3C=CC(C3)C2C1=O (stereo not given)	0.0	7	0.9	11
O=C(NCCc1ccc(Cl)cc1)C1CC(=O)N(C2CCCC2)C1 (stereo not given)	-0.1	1	-0.4	-4
O=C1NC(=O)N(c2cccc(Cl)c2)C(=O)/C1=C/c1ccc([N+](=O)[O-])o1	-0.2	7	0.2	75*
CCOC(CCNC(=O)c1ccc(NC2=NC3CS(=O)(=O)CC3S2)cc1)OCC (stereo not given)	0.5	3	-0.5	8
